# GSIS activator: GLuc luminescence reporter in INS-1E cells, primary screen for activators of glucose-dependent secretion of insulin; INS-1E GLuc reporter insulin secretion, 2-3 h; activation, % at 16.6 µM; actives 0.61% (n = 370,000); AID 743287, 2014;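 active means lowest replicate activation of at least 40%, so every replicate reaches that level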;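 further: 0% = median of neutral control wells and 100% = median of IBMX positive control wells; some compounds called inactive have numbers as strong as hits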
# CFTR F508del cor: F508del CFTR correction, initial screen, CFBE line, single point | actives 0.36% (n = 350,000) | AID 720511, 2013 | activity (quench increase), % at 7.58 µM | CFBE cells, YFP halide quenching; stimulated with forskolin plus potentiator P3; % fluorescence drop versus neutral controls;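 active means mean added fluorescence quench of at least 8% versus neutral control, with both replicates also reaching 8%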;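 further: cells transiently co-express mutant CFTR-F508del with the halide-sensitive YFP; corrector assay measuring rescue of mutant channel to the surface after 24 h compound exposure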
# FN deposition inh: inhibitors of fibronectin matrix deposition, primary screen, AH1F cells, Alexa488-fibronectin fluorescence, plate reader. AID 743247, 2014. actives 0.086% (n = 350,000). AH1F fibroblasts, overnight. inhibition, % at 12.6 µM;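 active means mean inhibition across replicates of 30% or more, regardless of how many single replicates reach that level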;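 further: positive control wells lacked labelled fibronectin entirely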
#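 Assay system: AH1F fibroblast monolayer, labelled fibronectin deposition. Amount: 10000 cells per well. Also added: labelled fibronectin 24 nM. Compound: single-point pinned compound. Incubation: cell attachment 1 h, compound and FN exposure overnight. Detection: fluorescence after three HBSS washes, excitation 485 nm, emission 525 nm. Read-out: inhibition of fibronectin deposition signal.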
# miR-122 sensor: miR-122 Renilla sensor signal increase in Huh7, primary screen, miR-122 inhibitor project, cell-based, single point, plate reader; activation (reporter increase), % at 12.5 µM; Huh7 miR-122 Renilla luciferase sensor, 48 h; neutral wells = 0, positive control = 100; actives 0.3% (n = 340,000);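 active means mean replicate activation score at least 90 and every replicate individually at or above 90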;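 further: higher luciferase means less miR-122 activity so hits act as miR-122 inhibitors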
# Statin myotox sup: suppressors of statin myotoxicity in C2C12 myotubes, primary screen, cell-based, single point, plate reader. actives 0.78% (n = 330,000). C2C12 myotubes + simvastatin, ATP luminescence, 48 h; scaled: DMSO 0, geranylgeraniol control 100. rescue of ATP level, % at 7.49 µM. AID 602340, 2012;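 active means mean ATP rescue above about 67%, or every replicate alone reaching that limit, limit read from the data, passing the limit was not always enough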;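 further: myotubes were challenged with 10 µM simvastatin during compound exposure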
# PGC1a acetyl inh: inhibitors of PGC1a acetylation signal, primary screen, cell-based, U2OS, AlphaScreen, inhibitor mode; AlphaScreen anti-acetyl-lysine; with virally co-expressed GCN5 acetyltransferase; actives 0.17% (n = 350,000); inhibition, % at 15.6 µM; AID 651687, 2012;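 active means every replicate shows inhibition of at least 40%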;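 further: 0% = neutral control wells and 100% = positive control wells; some results beyond the cut were filed as inactive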
# PglD DTNB: C. jejuni PglD acetyltransferase inhibitors, primary screen, biochemical, DTNB colorimetric, single point | UDP-N-acetylbacillosamine N-acetyltransferase PglD (Campylobacter jejuni) | purified PglD enzyme, DTNB colorimetric CoA detection | inhibition, % at 12.5 µM | actives 0.098% (n = 360,000); in the data active means inhibition above about 16%, passing the limit was not always enough; further: strong numbers were not always called active
# Cneo AK release: Cryptococcus neoformans cell lysis inducers, primary screen, AK release luminescence, single concentration; actives 0.2% (n = 360,000); lysis activity, % at 15 µM; C. neoformans lysis, adenylate kinase release luminescence, 4 h; normalised: neutral wells 0, clomiphene wells 100; AID 651654, 2012;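 active means mean lysis activity across replicates of at least 80%, whatever share of replicates individually reach that level; inactive means mean lysis activity below 80%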
#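 Material: C. neoformans cells | Amount: Yeast cell density of 5 × 10^6 cells/mL | Medium: Fresh YPD growth medium | Dosing: Single dose | Times: Static 4 h at 37 °C with compound, 1 h detection | Detection: AK luminescence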
# * hit, by the source's call; nt = not tested or not shown; [ ] = remark or other dose.
SMILES,GSIS activator,CFTR F508del cor,FN deposition inh,miR-122 sensor,Statin myotox sup,PGC1a acetyl inh,PglD DTNB,Cneo AK release
CO[C@H](CN(C)C(=O)C1CCOCC1)[C@H](C)CN(C(=O)Nc1ccc(C(F)(F)F)cc1)[C@H](C)CO,-27,-0.4,-2,nt,-7,2,2,-3
CCC(=O)c1ccc(OCC(=O)NCc2ccccc2CN2CCCC2)cc1,1,0.0,4,-2,0,5,2,0
COC(=O)N/N=C/c1cc(C)n(-c2ccc(Br)cc2)c1C,nt,2.2,11,-2,nt,10,9,-5
CCOC(=O)C1=C(O)CCn2c1nc1ccccc12,10,-3.7,nt,9,-14,7,4,0
COC(=O)CSc1cc(C(F)(F)F)nc(-c2ccccn2)n1,nt,nt,2,-1,5,-1,6,1
CCC(=O)c1cn(CC(=O)Nc2ccccc2)c2ccccc12,3,-1.2,3,7,3,-5,1,0
O=C(c1cc(COc2ccc3ncccc3c2)on1)N1CCC(O)CC1,-9,0.6,-9,-4,4,6,5,0
Cc1ccccc1-n1ncc2c1CC(C)(C)CC2NC(=O)c1ccncc1 (stereo unspecified),2,-1.7,-1,-5,-8,-7,-2,1
COCCOc1cc(Nc2nnc(C(F)(F)F)s2)c(Cl)cc1Cl,-8,nt,nt,-5,nt,-4,0,-2
O=C(Oc1cccc2c(OC(=O)N3CCCC3)cccc12)N1CCCC1,nt,nt,nt,-2,1,4,-4,3
CCCn1c(SCC(=O)Nc2cc(S(=O)(=O)N3CCCCC3)ccc2C)n[nH]c1=O,1,0.3,-6,-9,25,-3,5,0
Cc1ccccc1S(=O)(=O)N(C)C[C@H]1OCc2ccccc2-c2c(n(C)c3ccccc23)C(=O)N([C@@H](C)CO)C[C@@H]1C,-10,-7.5,-9,nt,nt,8,1,2
COc1ccc(NC(=O)Nc2ccc3c(c2)CC(=O)N([C@@H](C)CO)C[C@@H](C)[C@@H](CN(C)Cc2ccc(-c4ccccc4)cc2)O3)cc1,5,-1.5,nt,-3[16.7 µM],-254,0,-2,2
CC(C)C[C@H](NC(=O)c1nc[nH]c1C(=O)N1CCNCC1)C(=O)OCc1ccccc1,7,0.8,3,3,3,-5,2,-3
Cc1cccc(NC(=O)CN2C(=O)CCS(=O)(=O)c3ccccc32)c1C,-8,-1.1,4,0,28,-5,4,-1
COc1ccc(S(=O)(=O)n2c([N+](=O)[O-])cnc2C)c(C)c1C,2,-0.9,-8,nt,-11,nt,0,1
CCn1c(SCc2cccc(C)c2)nnc1-c1ccccc1,15,nt,nt,2,-4,-4,-3,11
O=C(NCc1ccccc1)Nc1cccn(Cc2ccc(Cl)cc2)c1=O,2,2.0,4,nt,nt,11,nt,nt
CN(Cc1nccn1C)C(=O)c1ccc2nc(Cc3ccccc3F)oc2c1,1,-0.1,-18,1,2,2,-1,-2
C[C@@H]1CN([C@@H](C)CO)C(=O)c2c(c3ccccc3n2C)-c2ccccc2CO[C@@H]1CN(C)C(=O)c1ccc(F)cc1,-14,-0.6,5,nt,4,-117,3,-2
Cc1ccc(-c2csc(NC(=O)c3ccc([N+](=O)[O-])o3)n2)cc1,-23,-10,2,-3,91*,nt,1,0
CC(C)C#Cc1ccc2c(c1)O[C@@H](CN(C)C(=O)CC1CC1)[C@@H](C)CN([C@H](C)CO)S2(=O)=O,-22,-0.4,-14,-3[16.7 µM],17,-5,3,1
O=C(CN1CCCCC1)Nc1ccc(C(F)(F)F)cc1Cl,nt,-1.0,-8,-1,91*,-17,5,-2
CN1CCN(NC(=O)/C=C/c2ccc(Br)cc2)CC1,9,1.4,nt,-2,nt,-1,-4,0
Cn1nc(C(=O)NNC(=O)c2cccc(Cl)c2)ccc1=O,-1,-1.6,5,-6,-3,3,-9,-1
O=C(Cn1ncc2c([nH]c3ccccc32)c1=O)NCCc1ccccc1,6,-5.5,-3,-2,-3,6,-4,2
O=C(NC[C@H]1[C@H](c2ccccc2)[C@@H](CO)N1CC1CC1)c1cccnc1,19,-0.8,-15,-14[16.7 µM],-13,-1,-3,12
COc1ccc(-c2ccc([C@H]3[C@@H](C#N)N(C(=O)c4cccnc4)[C@@H]3CO)cc2)cc1,2,-1.9,11,nt,7,2,-2,2
CO[C@@H]1CN(C)C(=O)c2ccc(NS(=O)(=O)c3ccccc3C)cc2OC[C@@H](C)N(C)C[C@@H]1C,-3,4.1,nt,nt,11,-16,1,0
COc1nnc(-c2ccc(C)c(S(=O)(=O)NCCO)c2)c2ccccc12,15,nt,nt,21,-2,-3,-3,-2
CCn1cc(C(=O)NCc2ccco2)c(=O)c2ccc(C)nc21,20,2.0,-1,nt,2,nt,nt,nt
Fc1ccc(C2=CSC3=NCCN23)cc1,3,3.6,nt,7,1,14,nt,nt
Cc1ccc(C)c(-n2c3nc(=O)[nH]c(=O)c-3cc3cc([N+](=O)[O-])ccc32)c1,nt,-2.0,13,14,nt,15,4,2
COc1ccc(C(=O)OCCc2ccc(O)cc2)cc1,nt,-0.2,-4,5,8,nt,1,2
Cc1cc(C(=O)Nc2cc(C)n(Cc3ccc(Cl)cc3)n2)no1,7,nt,-10,2,58,-18,-2,2
COc1cccc(N2CC(C(=O)Nc3nnc(SCC(=O)N4CCCC4)s3)CC2=O)c1 (stereo unspecified),3,3.3,-6,-8,-6,3,2,-1
CCCn1c(C)cc(-c2csc(NC(=O)CCc3nc4ccccc4c(=O)[nH]3)n2)c1C,14,-1.3,-8,0,-12,-14,-2,0
Cc1cc(NC(=O)C23CCC(C)(C(=O)O2)C3(C)C)no1 (stereo unspecified),nt,nt,-16,15,-2,0,2,-1
C[C@@H]1CN([C@@H](C)CO)C(=O)c2cc(NC(=O)NC3CCCCC3)ccc2O[C@@H](C)CCCCO[C@H]1CN(C)C(=O)c1ccccc1,-14,0.0,-4,1[16.7 µM],85*,-6,3,-2
COc1ccccc1NC(=O)CN(Cc1ccccc1)S(C)(=O)=O,nt,nt,-1,13,nt,2,-3,0
CCN(CC(=O)NC1CCS(=O)(=O)C1)C(C)C(=O)Nc1ccc(F)cc1 (stereo unspecified),nt,-1.4,1,5,4,-2,3,1
CCCCN(CCCC)CCNC(=O)CN1C(=O)COc2ccc(S(=O)(=O)N3CCC(C)CC3)cc21,0,1.3,-3,0,9,11,5,0
C[C@@H]1CN([C@@H](C)CO)C(=O)c2cc(NS(=O)(=O)c3cn(C)cn3)ccc2O[C@@H](C)CCCCO[C@@H]1CN(C)S(=O)(=O)c1cccs1,14,-4.9,-14,5[16.7 µM],nt,6,-1,10
Cc1noc(C)c1S(=O)(=O)Nc1ccc2c(c1)C(=O)N([C@H](C)CO)C[C@@H](C)[C@@H](CN(C)C(=O)Nc1ccc(F)cc1)OCCCC[C@@H](C)O2,-8,1.4,-3,-12[16.7 µM],nt,9,0,0
CCOc1ccc(-n2c(C)nc3cc(C(=O)NCCCN4CCOCC4)ccc32)cc1,11,nt,nt,-6,-3,1,-1,-2
CC(C)c1ccc(OC(=O)c2cccc(S(=O)(=O)N3CCN(C)CC3)c2)cc1,-33,0.2,nt,-12,nt,2,-13,-1
O=C(C[C@H]1C[C@@H]2c3cc(NC(=O)Cc4ccncc4)ccc3O[C@@H]2[C@H](CO)O1)NCc1ccccn1,-5,0.1,nt,3[16.7 µM],4,3,1,-4
O=C(C[C@H]1C[C@@H]2c3cc(NC(=O)Nc4ccccc4F)ccc3O[C@@H]2[C@H](CO)O1)NC1CCCCC1,20,-0.1,nt,1[16.7 µM],-5,2,1,22
CCn1c2ccccc2c2cc(NC(=O)c3ccccc3-c3ccccc3C(=O)O)ccc21,-11,-1.6,3,nt,1,nt,0,1
CCC(=O)N1c2ccc(S(=O)(=O)N3CCN(C)CC3)cc2CC1C (stereo unspecified),20,-2.1,-10,1,-1,nt,5,-1
O=C(O)c1ccc(COc2ccccc2[N+](=O)[O-])o1,5,nt,-9,12,nt,nt,0,1
O=C(O)c1oc2ccc(Br)cc2c1-n1cccc1,nt,nt,6,6,nt,nt,0,-3
COc1ccc(S(=O)(=O)N2CCCCC2)cc1,nt,nt,nt,7,-5,3,0,-1
CC(=O)Nc1ccc(-c2ccnc3c2CC(C(=O)NCc2cccc(Cl)c2)O3)cc1 (stereo unspecified),nt,3.4,4,6,-19,-13,-3,-2
O=C1OCCC1Sc1nnc(-c2ccccc2Br)n1Cc1ccccc1 (stereo unspecified),-13,2.4,-6,-9,nt,7,5,4
CCNc1ccc(S(=O)(=O)N(C)C)cc1NCC(=O)Nc1ccc(Br)cc1F,-8,nt,-4,-5,nt,-1,-6,1
COc1cc2c(cc1OC)C(COc1ccc([N+](=O)[O-])cc1)NCC2 (stereo unspecified),14,1.8,2,4,-13,-5,2,6
CCCNc1nc(-c2ccccc2)c(C(=O)OCC)cc1C#N,-30,nt,nt,31,-40,4,-7,0
O=C(N/N=C/c1c[nH]c2ccc(Br)cc12)C1CC1,-22,0.5,-1,nt,nt,-2,nt,nt

# Entries above with an aryl methoxy group (9):
SMILES,GSIS activator,CFTR F508del cor,FN deposition inh,miR-122 sensor,Statin myotox sup,PGC1a acetyl inh,PglD DTNB,Cneo AK release
COc1ccc(NC(=O)Nc2ccc3c(c2)CC(=O)N([C@@H](C)CO)C[C@@H](C)[C@@H](CN(C)Cc2ccc(-c4ccccc4)cc2)O3)cc1,5,-1.5,nt,-3[16.7 µM],-254,0,-2,2
COc1ccc(S(=O)(=O)n2c([N+](=O)[O-])cnc2C)c(C)c1C,2,-0.9,-8,nt,-11,nt,0,1
COc1ccc(-c2ccc([C@H]3[C@@H](C#N)N(C(=O)c4cccnc4)[C@@H]3CO)cc2)cc1,2,-1.9,11,nt,7,2,-2,2
COc1nnc(-c2ccc(C)c(S(=O)(=O)NCCO)c2)c2ccccc12,15,nt,nt,21,-2,-3,-3,-2
COc1ccc(C(=O)OCCc2ccc(O)cc2)cc1,nt,-0.2,-4,5,8,nt,1,2
COc1cccc(N2CC(C(=O)Nc3nnc(SCC(=O)N4CCCC4)s3)CC2=O)c1 (stereo unspecified),3,3.3,-6,-8,-6,3,2,-1
COc1ccccc1NC(=O)CN(Cc1ccccc1)S(C)(=O)=O,nt,nt,-1,13,nt,2,-3,0
COc1ccc(S(=O)(=O)N2CCCCC2)cc1,nt,nt,nt,7,-5,3,0,-1
COc1cc2c(cc1OC)C(COc1ccc([N+](=O)[O-])cc1)NCC2 (stereo unspecified),14,1.8,2,4,-13,-5,2,6

# Screening results: PubChem, Broad Institute
